High-throughput results: PubChem BioAssay, National Center for Advancing Translational Sciences (NCATS)
GAA glycogen mod: qHTS Assay for Inhibitors and Activators of Human alpha-Glucosidase Cleavage of Glycogen. Lysosomal alpha-glucosidase (Homo sapiens), P10253. Potency, µM (titrated, usually from 76.4 µM), inactives show at the top dose activity change, negative = inhibition, usual class: inhibitors. hit rate 0.38% among 300,000. AID 2100, 2009. recombinant GAA, glycogen substrate, Amplex Red glucose oxidase fluorescence;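 further: 0% = full enzyme reaction and -100% = no-enzyme basal signal; the screen sought inhibitors and activators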
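Recombinant human enzyme (4 nM); glycogen substrate; 37 C, 40 min, pH 5.0. Readout: coupled glucose oxidase/Amplex Red fluorescence.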
aGal spleen mod: qHTS Assay for Inhibitors and Activators of Human alpha-Galactosidase From Spleen Homogenate; human spleen homogenate, 4MU-alpha-Gal fluorescence, 40 min; Potency, µM (top dose mostly 80 µM), for the others: at the top dose activity change, negative = inhibition, most hits filed as inhibitors; Alpha-galactosidase A (Homo sapiens), P06280; hit rate 0.008% among 240,000;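 further: 0% = enzyme with vehicle and -100% = no enzyme basal signal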
Target sequence (P06280 32-429 limits assumed): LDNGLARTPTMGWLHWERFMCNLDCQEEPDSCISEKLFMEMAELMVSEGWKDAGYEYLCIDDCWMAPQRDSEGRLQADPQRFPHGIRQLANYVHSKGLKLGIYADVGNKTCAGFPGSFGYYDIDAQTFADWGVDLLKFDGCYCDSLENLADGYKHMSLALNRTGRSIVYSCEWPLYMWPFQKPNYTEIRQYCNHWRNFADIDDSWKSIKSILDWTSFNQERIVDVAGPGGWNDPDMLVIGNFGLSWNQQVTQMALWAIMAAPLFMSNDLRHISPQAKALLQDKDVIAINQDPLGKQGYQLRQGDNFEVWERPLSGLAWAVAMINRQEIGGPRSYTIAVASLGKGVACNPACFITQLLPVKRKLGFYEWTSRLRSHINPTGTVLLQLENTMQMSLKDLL
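qHTS titration in buffer at pH 5.0. Alpha-galactosidase activity in spleen homogenate was measured via 4-methylumbelliferone release from 1 mM fluorogenic substrate after 40 min at 37C and a pH 10 stop. AC50 came from Hill fits of control-normalized data.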
aGlu spleen mod: qHTS Assay for Inhibitors and Activators of Human alpha-Glucosidase From Spleen Homogenate. hit rate 0.006% among 240,000. Potency, µM (highest dose often 79.9 µM), for inactives: at the highest dose activity change, negative = inhibition, most hits filed as inhibitors. human spleen homogenate, 4-MU-alpha-glucoside fluorescence. Lysosomal alpha-glucosidase (Homo sapiens), P10253;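 further: 0% = enzyme with vehicle and -100% = no enzyme basal signal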
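Human spleen homogenate (1 ug) incubated with compounds and 1 mM 4-methylumbelliferyl-alpha-D-glucopyranoside in pH 5.0 citrate/phosphate buffer, 37 C, 40 min. Stopped at pH 10; 4-MU fluorescence (Ex 365/Em 440 nm); AC50 by Hill fit.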
Tau fluor cs: Counterscreen qHTS for Inhibitors of Tau Fibril Formation, Fluorescence Polarization. hit rate 0.93% among 280,000. Potency, µM (highest dose often 57.7 µM), inactives show top-dose activity change, negative = decrease. AID 1463, 2008. tau K18 P301L Alexa594 fluorescence, heparin fibrillization; further: on the % scale 0 is the no-effect control and ±100 the full control effect; nearly all actives have a fitted effect of over 55% in size
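Human tau K18 P301L (15 uM unlabeled, 0.24 uM Alexa 594-labeled) in 100 mM sodium acetate pH 7 with 20 uM heparin, 6 hr at 37 C. ThT 30 uM added, 1 hr ambient; Alexa 594 FP and total fluorescence read at 555/632 nm.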
GAA inh: qHTS Assay for Inhibitors of Human alpha-Glucosidase as a Potential Chaperone Treatment of Pompe Disease. purified human GAA, 4-MU-alpha-glucoside fluorescence. Lysosomal alpha-glucosidase (Homo sapiens), P10253. Potency, µM (doses to about 76.9 µM), for inactives: top-dose activity change, negative = inhibition, hits mostly inhibitors. hit rate 0.005% among 200,000;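 further: plate controls were uninhibited enzyme wells for no effect and no-enzyme background for full effect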
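qHTS format, compound range up to 77 uM. Human lysosomal enzyme at 4 nM, 400 uM 4-MU glucoside substrate, pH 5.0, 20 min room temperature; fluorescence after alkaline stop gives activity normalized to controls.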
ALDH1A1 inh: qHTS Assay for Inhibitors of Aldehyde Dehydrogenase 1 (ALDH1A1); hit rate 7.3% among 220,000; Potency, µM (titrated, usually from 75.3 µM), for the others: at the top dose activity, negative = inhibition, usual class: inhibitors; Aldehyde dehydrogenase 1A1 (Homo sapiens), P00352; Purified ALDH1A1, NADH fluorescence, propionaldehyde substrate; active means well fitted inhibition curve with a large enough effect, not every such curve was filed as active; inconclusive means small, poorly fitted or top-dose-only effect, or another doubt; inactive means no such curve, though single readings can be large or run the other way;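 further: plate controls were no enzyme wells and a reference inhibitor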
Target sequence (P00352 whole entry, looked up): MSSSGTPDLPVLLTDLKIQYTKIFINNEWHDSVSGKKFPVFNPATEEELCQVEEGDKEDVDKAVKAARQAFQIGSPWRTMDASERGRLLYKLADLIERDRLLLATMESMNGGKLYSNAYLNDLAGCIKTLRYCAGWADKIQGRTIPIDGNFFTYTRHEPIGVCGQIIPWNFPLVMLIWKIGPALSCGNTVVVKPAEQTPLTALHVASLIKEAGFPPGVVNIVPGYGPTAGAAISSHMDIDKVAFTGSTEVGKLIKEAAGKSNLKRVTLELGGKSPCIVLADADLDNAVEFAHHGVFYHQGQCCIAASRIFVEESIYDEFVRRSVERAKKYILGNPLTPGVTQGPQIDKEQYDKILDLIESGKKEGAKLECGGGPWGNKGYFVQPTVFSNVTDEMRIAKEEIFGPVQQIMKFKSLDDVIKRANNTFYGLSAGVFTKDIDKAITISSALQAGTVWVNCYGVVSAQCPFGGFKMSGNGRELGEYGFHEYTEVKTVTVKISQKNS
Epigenetic reg: Quantitative High-Throughput Screen for Regulators of Epigenetic Control | AID 1865, 2009 | hit rate 0.2% among 280,000 | Potency, µM (series often up to 53.9 µM), inactives show at the top dose GFP activation, actives largely listed as activators | murine LDR cells, GFP reporter derepression, 30 h; further: % of control where 0% means no effect; nearly all actives have a fitted effect of over 60% in size
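Murine LDR cells carrying a silenced, genomically integrated CMV-driven GFP reporter were exposed to compound for 30 hours at 37 C. After PBS washes, GFP-positive cells (20–120 um objects) were counted by laser-scanning microplate cytometry.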
NPSR antagonist: qHTS Assay for Antagonists of the Neuropeptide S Receptor: cAMP Signal Transduction. Q6W5P4. CHO-NPSR cells, cAMP TR-FRET, antagonist mode. Potency, µM (doses to about 38.3 µM), for the others: at the top dose activity change, negative = inhibition, most hits filed as inhibitors. hit rate 1% among 220,000. AID 1461, 2008; further: on the % scale 0 is the no-effect control and ±100 the full control effect; nearly all actives have a fitted effect of over 50% in size; many of its hits are not listed in these tables
* marks the source's active call; other numbers are inactive results; ? = inconclusive; . = no result given; & = joins results of further samples; [ ] = another dose, or the depositor's remark. Unless noted, the call rests on the fitted dose curve; in most records, active means well fitted curve in the direction sought with a large enough effect; inconclusive means small, poorly fitted or top-dose-only effect, or another doubt; inactive means no such curve, though single readings can be large; an effect the other way counts as inactive or inconclusive. Potency means the concentration at half of the fitted maximal effect. This is a subset. The share of hits here may be higher or lower than overall.

SMILES	GAA glycogen mod	aGal spleen mod	aGlu spleen mod	Tau fluor cs	GAA inh	ALDH1A1 inh	Epigenetic reg	NPSR antagonist
OC(CNCc1ccccc1)c1ccccc1 (configuration not stated)	6%	1%	-2%	-7%	2%	-2%	2.1%	-23%
CCN(CC)C(=O)C[n+]1cccc(/C=N/O)c1	7%	2%	-3%	-1%	5%	1%	-3.2%	7%
O=[N+]([O-])c1ccc(OCCN2CCNCC2)cc1	19%	-13%	5%	-15%	-7%	?	-1.0%	-9%
O=C(N/N=C/c1cccs1)c1cccc2cc[nH]c12	-16%	-3%	9%	-19%	7%	?	-2.2%	-20%[46.1 µM]
CCOC(=O)C1CCCN(C(=O)c2cn(CC(C)C)c(=O)c3cc(OC)c(OC)cc23)C1 (configuration not stated)	-12%	-1%	-3%	1%	-6%	?	-0.8%	-4%[46.1 µM]
O=C(COc1ccccc1[N+](=O)[O-])Nc1cccnc1	8%	5%	1%	-9%	1%	0%	-0.3%	24%
Cc1cc(C)nc(-n2nc(C)cc2NC(=O)c2cc(=O)c3ccccc3o2)n1	-1%	14%	-7%	-4%	-1%	20%	9.1%	0%[46.1 µM]
Nc1nc(SCC(=O)N2CCCC2)[nH]c(=O)c1-c1ccccc1	-11%	19%	1%	0%	0%	-6%	0.0%	-6%[46.1 µM]
O=C(c1ccccc1)n1c(=S)nc2ccccn21	12%	6%	3%	-16%	-1%	-2%	-5.4%	-2%[46.1 µM]
NC(=O)C(c1ccc(Cl)cc1Cl)c1ncc(C(F)(F)F)cc1Cl (configuration not stated)	-3%	2%	-21%	-8%	3%	9%	0.0%	-25%[46.1 µM]
N#Cc1c2c(nc(N)c1-c1ccccc1)CCCCC2	1%	-2%	3%	-6%	0%	?	-1.0%	-7%[46.1 µM]
NC(=O)NC(=O)COC(=O)c1cccnc1Nc1ccccc1F	6%	5%	-4%	-3%	.	.	1.1%	7%[7.67 µM]
O=C(NC1CC1)C(=O)c1c(-c2ccccc2)[nH]c2ccccc12	-5%	-3%	-1%	-7%	-5%	5%	3.4%	-3%
CS(=O)(=O)Nc1ccccc1C(=O)N1CCCC1	-2%	11%	7%	-14%	2%	1%	-1.0%	-5%[46.1 µM]
CCNc1nc(NCC)nc(OCCOC(=O)Nc2ccccc2)n1	1%	11%	5%	-11%	0%	13%	0.2%	15%
CC1(OC(=O)c2cccs2)C(=O)C=C2C=C3CCCN3C=C2C1=O (configuration not stated)	6%	-4%[17.5 µM]	-2%[17.4 µM]	-23%[11.6 µM]	.	2%[13.5 µM]	9.4%	9%
CCn1cc(C(=O)NCC2CCCO2)c(=O)c2cc(S(=O)(=O)N3CCC(C)CC3)ccc21 (configuration not stated)	0%	-3%	5%	-16%	-14%	-2%	1.1%	-11%[46.1 µM]
CCc1ccc(-c2ccc(SCC(=O)Nc3nnc(C)s3)nn2)cc1	-7%	3%	12%	2%	6%	-3%	1.7%	-3%
O=C(c1ccccc1)N1CCC(c2nc(-c3ccc(S(=O)(=O)N4CCOCC4)cc3)no2)CC1	-2%	-8%	-5%	-10%	2%	-7%	-1.1%	?
COc1ccc(-c2cn3nc4c(nc3n2)CCCC4)cc1	3%	-6%	-5%	-17%	0%	-12%	0.8%	-9%[46.1 µM]
COc1cc(C(c2sc3nc(C)nn3c2O)N2CCOCC2)cc(OC)c1OC (configuration not stated)	0%	-4%	-4%	3%	4%	-9%	-1.0%	2%[46.1 µM]
Cc1ccc(Sc2c([N+](=O)[O-])ncn2C)cc1	-14%	7%	3%	-17%	-1%	-5%	-1.2%	-8%[46.1 µM]
Cc1ccc(NC(=O)CCn2cccc2)cc1C	1%	-6%	-9%	-14%	0%	7%	-5.2%	-9%[46.1 µM]
COc1cccc(C(=O)Nc2cc(NC(=O)c3ccco3)ccc2OC)c1	2%	3%	-3%	-10%	-1%	6%	0.0%	-13%[46.1 µM]
O=C(NCCCO)C(=O)NCc1ccncc1	1%	7%	0%	-7%	10%	8%	1.1%	19%

Quoted from the listing.
In NPSR antagonist, OC(CNCc1ccccc1)c1ccccc1 (configuration not stated) has -23%
In NPSR antagonist, COc1cc(C(c2sc3nc(C)nn3c2O)N2CCOCC2)cc(OC)c1OC (configuration not stated) has 2%[46.1 µM]

More entries
SMILES	GAA glycogen mod	aGal spleen mod	aGlu spleen mod	Tau fluor cs	GAA inh	ALDH1A1 inh	Epigenetic reg	NPSR antagonist
S=C(NCc1ccccc1)N1CCN(c2ccccc2)CC1	25%	1%	-2%	-20%	6%	-6%	-1.8%	1%
CCOc1ccc(CNC(=O)NS(=O)(=O)c2ccc(OC)cc2)cc1	11%	-8%	-8%	10%	0%	-6%	-1.5%	-3%[46.1 µM]
CN(Cc1cnccn1)Cc1cn(Cc2ccccc2)nc1-c1ccc2c(c1)OCO2	4%	-3%	-1%	-5%	.	?	1.1%	25%
CN(C)S(=O)(=O)Oc1ccsc1C(=O)Nc1ccc(C(F)(F)F)cc1	-2%	0%	-1%	-30%	-7%	6%	-1.3%	-34%
CCOC(=O)C1CCN(c2c(N(C)Cc3ccco3)c(=O)c2=O)CC1	-5%	6%	7%	-1%	-9%	9%	-1.0%	13%
COc1ccc(-c2nc(C(=O)N3CCN(C)CC3)sc2-c2ccc(OC)cc2)cc1	.	?	-3%&-4%	-25%	.	?	2.1%	.
CCOC(=O)C1CCN(C(=O)COc2ccc(Br)cc2)CC1	-6%	4%	1%	-7%	3%	4%	-1.1%	-9%[46.1 µM]
COc1ccc(OC)c(CN(CCCN2CCOCC2)C(=O)Nc2ccccc2)c1	7%	5%	8%	4%	-4%	-1%	3.5%	-1%[46.1 µM]
CS(=O)(=O)N(CC(=O)N1CCCCC1)c1ccc2c(c1)OCO2	1%	-11%	-5%	8%	1%	-8%	-11%	-7%[46.1 µM]
COc1ccccc1N1CCN(C(=O)CSc2nnc3n2C(C)(C)Cc2ccccc2-3)CC1	5%	-14%	-7%	0%	-8%	-15%	-11%	0%[46.1 µM]
Cn1c(=O)c2c(nc(CN3CCC(C(N)=O)CC3)n2Cc2ccccc2F)n(C)c1=O	-1%	-7%	0%	11%	-2%	7.1µM*	4.2%	-8%[46.1 µM]
Cc1ccc2nc(-c3ccncc3)cc(C(=O)NCCc3ccc(F)cc3)c2c1	22%	-2%	-23%	-13%	9%	2%	?	-33%
CC(NCc1ccccc1)c1ccccc1O (configuration not stated)	6%	9%	6%	-6%	.	.	2.1%	-25%
CCC(C(=O)NC1CCCCC1)n1c(SCc2cccc(C)c2)nc2ccncc21 (configuration not stated)	-1%[76.3 µM]	-4%	0%	-16%&-24%	-13%	5%	-3.0%&2.6%	-17%
COc1ccc(N=C2SC(CC(=O)Nc3ccccc3)C(=O)N2CCc2ccccn2)cc1 (configuration not stated)	2%	-2%	-1%	?	-12%	-1%	1.9%	-21%
O=C1c2ccccc2C(Nc2cccnc2)N1Cc1ccccc1Cl (configuration not stated)	1%	-8%	-13%	3%	0%	-11%	1.3%	-6%[46.1 µM]
CCC(Cc1ccccc1)NC(=O)C1CCN(S(=O)(=O)c2c(C)noc2C)CC1 (configuration not stated)	6%	3%	-2%	-7%	-1%	4%	2.8%	13%[46.1 µM]
CC1(C)CC(=O)c2cc(OCC(=O)NCCN3CCOCC3)ccc2O1	9%	?	15%	-1%	?	?	-5.9%	-1%[46.1 µM]
O=C(COC(=O)CNC(=O)c1cccc([N+](=O)[O-])c1)Nc1cccc(S(=O)(=O)N2CCCCC2)c1	5%	-1%	-5%	?	-8%	0%	1.1%	7%
Cc1ccc(N(CC(O)Cn2c3ccccc3c3ccccc32)S(C)(=O)=O)cc1 (configuration not stated)	-11%	-6%	-8%	?	-1%	?	0.7%	?
O=C1/C(=C/c2ccco2)SC(=S)N1C1CCS(=O)(=O)C1 (configuration not stated)	2%	-19%	-6%	?	4%	8.9µM*	5.6%	10%
COc1ccccc1N1CCN(CCNC(=O)Nc2cccc(C)c2C)CC1	-10%	-6%	-3%	-19%	-9%	4%	0.0%	-8%[46.1 µM]
O=C(NCCN1CCN(c2ccccc2F)CC1)C1CCCN(S(=O)(=O)c2cnc[nH]2)C1 (configuration not stated)	-1%	3%	9%	-7%	-3%	2%	1.4%	-8%[46.1 µM]
CCOC(=O)c1sc(NC(=S)NC(=O)c2ccco2)nc1C	16%	5%	2%	-15%	2%	?	-1.0%	-51%
CC(=O)Oc1ccc(N(C(C)=O)S(=O)(=O)c2cccs2)cc1	-3%	-16%	9%	11%	-7%	-3%	0.0%	3%[46.1 µM]
Cc1nc2sc(C(c3cccc(F)c3)N3CCC(C)CC3)c(O)n2n1 (configuration not stated)	-2%	9%	0%	15%	3%	-16%	0.0%	2%[46.1 µM]
O=C(Nc1ccc(F)cc1)Nc1cc(OCC(F)(F)F)cc(OCC(F)(F)F)c1	10%	1%	-2%	?	-3%	9%	0.0%	13µM*
O=C(NC1CCCC1)c1cnn2c(C(F)(F)F)cc(-c3ccco3)nc12	-3%	4%	-8%	-13%	13%	?	3.8%	-18%[46.1 µM]
O=C(O)CSc1c(-c2cccs2)[nH]c2ccccc12	-9%	-8%	-2%	3%	7%	6%	0.0%	3%

One compound at a time, from the list above.
COc1ccccc1N1CCN(CCNC(=O)Nc2cccc(C)c2C)CC1 is listed with GAA glycogen mod: -10%; aGal spleen mod: -6%; aGlu spleen mod: -3%; Tau fluor cs: -19%; GAA inh: -9%; ALDH1A1 inh: 4%; Epigenetic reg: 0.0%; NPSR antagonist: -8%[46.1 µM]
CCC(C(=O)NC1CCCCC1)n1c(SCc2cccc(C)c2)nc2ccncc21 (configuration not stated) is listed with GAA glycogen mod: -1%[76.3 µM]; aGal spleen mod: -4%; aGlu spleen mod: 0%; Tau fluor cs: -16%&-24%; GAA inh: -13%; ALDH1A1 inh: 5%; Epigenetic reg: -3.0%&2.6%; NPSR antagonist: -17%
